Screening results from PubChem BioAssay.
CHRM4 agonist – CHRM4 agonism in calcium assay. P08173. AID 624127. CHO-K1 hM4/Gqi5, Fluo-8 calcium fluorescence; vehicle 0%, full acetylcholine response 100%. activation, % at 3 µM. 360,000 compounds, 0.14% hits;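 active = activation above the run mean over all test wells plus 3 SD, cut at about 32% in these data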;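 also: peak over basal fluorescence ratio per well then scaled between controls; 0% = DMSO wells and 100% = acetylcholine at EC100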
Target sequence (P08173 whole entry, looked up): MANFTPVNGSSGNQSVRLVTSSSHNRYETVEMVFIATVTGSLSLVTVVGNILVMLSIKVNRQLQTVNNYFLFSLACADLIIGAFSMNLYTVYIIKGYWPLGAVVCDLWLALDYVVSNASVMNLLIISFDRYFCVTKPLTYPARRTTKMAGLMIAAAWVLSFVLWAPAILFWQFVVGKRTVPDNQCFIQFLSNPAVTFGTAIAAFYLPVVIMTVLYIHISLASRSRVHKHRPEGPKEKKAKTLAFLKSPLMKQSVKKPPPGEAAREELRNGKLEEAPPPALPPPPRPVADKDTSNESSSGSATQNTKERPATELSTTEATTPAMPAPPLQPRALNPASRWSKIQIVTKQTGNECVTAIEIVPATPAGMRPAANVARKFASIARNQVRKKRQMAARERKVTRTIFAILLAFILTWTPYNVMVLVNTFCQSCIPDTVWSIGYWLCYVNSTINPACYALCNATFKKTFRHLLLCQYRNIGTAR
CRFBP-R2 block – antagonists of CRF-binding protein/CRF-R2 receptor complex. HEK293 CRF-R2/CRF-BP, CRF-induced calcium fluorescence. inhibition, % at 11.8 µM. 350,000 compounds, 0.59% hits. AID 588475;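 active = inhibition of the ligand-induced calcium signal above about 50% at the single tested concentration, limit read from the data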
M5 ag – CHRM5 agonism in calcium assay; P08912; AID 624037; activation, % at 3 µM; 360,000 compounds, 0.19% hits; CHO-K1 hM5 cells, Fluo-8 calcium fluorescence; 0% DMSO wells, 100% maximal acetylcholine response;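 active = activation above the run's mean over test compounds plus 3 SD, cut at about 23% in these data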;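 also: signal is peak over basal fluorescence ratio across the kinetic read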
Target sequence (P08912 whole entry, looked up): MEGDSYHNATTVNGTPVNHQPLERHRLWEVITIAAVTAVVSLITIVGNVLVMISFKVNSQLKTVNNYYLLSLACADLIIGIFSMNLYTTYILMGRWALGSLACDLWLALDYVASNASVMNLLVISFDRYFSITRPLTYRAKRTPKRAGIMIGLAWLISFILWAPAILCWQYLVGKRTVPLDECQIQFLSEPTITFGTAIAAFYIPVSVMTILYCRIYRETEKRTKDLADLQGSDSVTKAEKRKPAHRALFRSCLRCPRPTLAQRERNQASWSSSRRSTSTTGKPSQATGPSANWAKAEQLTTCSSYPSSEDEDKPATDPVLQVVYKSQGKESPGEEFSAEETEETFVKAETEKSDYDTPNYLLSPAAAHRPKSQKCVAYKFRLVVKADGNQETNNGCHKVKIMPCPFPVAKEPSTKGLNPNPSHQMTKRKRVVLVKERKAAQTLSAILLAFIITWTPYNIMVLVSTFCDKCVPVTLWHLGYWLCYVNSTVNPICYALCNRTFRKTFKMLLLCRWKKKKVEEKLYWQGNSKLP
CHRM5 PAM – potentiates acetylcholine response at human M5 receptor; P08912; 360,000 compounds, 0.3% hits; AID 624038; CHO-K1 hM5, Fluo-8 calcium, ACh EC20 PAM; 0% = ACh EC20, 100% = ACh EC100; activation, % at 3 µM;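 active = activation above the run cutoff, the mean activation of all test compounds plus 3 SD, cut at about 18% in these data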
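System – CHO-K1 hM5 cells · Compound – 3 µM, single dose · Incubation – compound preincubation 140 s before EC20 acetylcholine addition · Technique – Fluo-8 calcium fluorescence · Measure – Max/basal fluorescence ratio as % of EC20–EC100 ACh window · Benchmarks – low control EC20 acetylcholine (0%), high control EC100 acetylcholine (100%) · Replication – singlicate, one well per test compound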
CHRM5 antagonist – blocks acetylcholine activation of human M5 receptor; P08912; CHO-hM5 cells, Fluo-8 calcium fluorescence, ACh EC80; AID 624040; inhibition, % at 3 µM; 360,000 compounds, 0.59% hits;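 active = inhibition above a per-plate cutoff, the mean of that plate's test compounds plus 3 SD, cut at about 27% in these data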;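 also: 0% = acetylcholine EC80 with DMSO and 100% = DMSO without agonist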
IDE inh – inhibits human insulin-degrading enzyme in HEK cells. P14735. FAbetaB cleavage, fluorescence polarization. inhibition, % at 5.59 µM. 320,000 compounds, 0.41% hits. AID 434962;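 active = percent inhibition above the average of all tested compounds plus 3 SD, set per screening campaign, cut at about 16% in these data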;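 also: IDE supplied by intact live HEK cells; FP after avidin binding of uncleaved biotin substrate so inhibition keeps polarization high; 0% = DMSO wells and 100% = 60 µM reference IDE inhibitor Ii1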
CRFR2-BP ag – agonists of human CRF-binding protein/CRF-R2 receptor complex; HEK293 CRF-R2/CRF-BP, calcium dye fluorescence (FLIPR); percent of saturating CRF peptide response; AID 588473; activation, % at 13.2 µM; 350,000 compounds, 0.46% hits;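 active = activation of at least 50%, plus an integration ratio under a set limit after plate pattern correction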;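 also: plate controls were neutral control wells without compound for no effect and CRF at EC100 for full effect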
M4 PAM – positive allosteric modulators of human muscarinic M4 receptor | activation, % at 3 µM | AID 624126 | CHO-K1 hM4/Gqi5, Fluo-8 calcium fluorescence, ACh EC20; 0% = ACh EC20, 100% = maximal ACh | 360,000 compounds, 0.4% hits;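 active = activation above its plate's cutoff, the mean activation of sample wells plus 3 SD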; also: some results filed as inactive read as strong as hits
CHRM4 antagonist – CHRM4 antagonism in calcium assay; inhibition, % at 3 µM; 360,000 compounds, 0.73% hits; AID 624125; CHO-hM4 cells, ACh EC80, Fluo-8 calcium fluorescence; P08173;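 active = inhibition above its plate's cutoff, the mean inhibition of sample wells plus 3 SD, cut at about 27% in these data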;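 also: 0% = acetylcholine EC80 with DMSO and 100% = DMSO without agonist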
* = called active by the depositor; x = not tested or not shown; & = joins results of further samples.

SMILES	CHRM4 agonist	CRFBP-R2 block	M5 ag	CHRM5 PAM	CHRM5 antagonist	IDE inh	CRFR2-BP ag	M4 PAM	CHRM4 antagonist
CCN1CCN(C(=O)CN2C(=O)c3ccccc3S2(=O)=O)CC1	1	-3	1	-1	4	-5	0.8	2	2
CCOc1ccc(NC(=O)c2cccc(NC3=NC4CS(=O)(=O)CC4S3)c2)cc1 (stereo unspecified)	1	43	1	-3	1	1	-3.9	5	-12
CCC(C)(C)C1CCC2(CC1)NC(=O)N(CC(=O)N(C)Cc1ccc(OC(F)F)cc1)C2=O (stereo unspecified)	3	-23	4	0	1	5	1.6	7	-21
CC(=O)Nc1ccc(NC(=O)C2CCCN2C(=O)Nc2ccc(F)cc2)cc1 (stereo unspecified)	2	4	-4	-5	5	5	0.4	0	-2
N#C/C(=C\c1c(N2CCC(C(N)=O)CC2)nc2ccccn2c1=O)S(=O)(=O)c1ccc(Cl)cc1	3	-4	2	5	0	2	-1.1	-5	-4
Cc1c(C(=O)NCc2cccnc2)sc2nc(-c3ccc(F)cc3)cn12	21	-4	4	-8	-2	5	-8.8	0	-26
COc1ccc(Oc2nc(C(F)(F)F)nc3ccccc23)cc1	-2	5	-7	-3	10	-4	-0.1	24	-8
CC1CCCC(C)N1C(=O)Cn1cc(C#N)c2ccccc21 (stereo unspecified)	2	-1	-2	12	-4	0	-0.8	2	0
COC(=O)c1ccc(NC(=O)COc2cccc(-n3cnnn3)c2)cc1	1	1	-4	-6	8	-3	0.6	0	3
CCCOc1ccc(-c2nc3c(c(=O)[nH]c(=O)n3Cc3ccccc3)n2CCO)cc1OCC	0	-18	-3	5	1	7	0.1	0	-6
Cn1c(=O)c2[nH]c(CNc3ccc(C(=O)O)cc3)nc2n(C)c1=O	1	18	-2	-3	-4	0	2.4	7	-21
CN(C1=C(N2CCCCC2)C(=O)c2ccccc2C1=O)c1ccccc1	-3	-2	-2	14	19	-7	-0.4	2	-15
CCOc1ccc2[nH]c3c(NCCC(C)C)ncnc3c2c1	24	1	4	-18	20	x	1.6	-12	14
Nc1ccc(/C=C/C(=O)c2cccs2)cc1	12	-73	33*	-11	10	11	103*	-7	1
CCc1ccc(OCC(=O)NCC(c2ccc(Cl)cc2)N2CCCCC2)cc1 (stereo unspecified)	1	-27	-9	4	-14	6	0.8	-26	14
Cc1cc(-c2nnc(SCC(=O)Nc3ccc(C)c(C)c3)n2N)n[nH]1	1	-8	-2	21*	-18	-4	-0.2	1	8
CCOc1ccc(CN2CCNC(=O)C2CC(=O)N(C)C2CCCCC2)cc1 (stereo unspecified)	1	-5	-2	4	-6	0	0.8	8	2
COc1ccc(OC)c(N(/C(N)=N/c2nc(C)cc(C)n2)S(=O)(=O)c2ccc(NC(C)=O)cc2)c1	0	5	-3	0	1	0	0.5	-2	-11
CCc1c(C)nc(N)n2c(SCC(=O)NC3CCCCC3)nnc12	0	-4	-2	4	7	8	2.2	-5	-18
Cc1ccnc(NC(=O)c2cc(F)c(F)cc2Cl)n1	0	8	-2	2	4	2	-0.9	-1	10
COc1ccc(NC(=O)Nc2ncn(Cc3cccc(C(F)(F)F)c3)n2)cc1OC	0	-8	-3	-8	6	-3	-4.3	10	-7
CC1(C)NC(=O)N(CC(O)CN(c2ccccc2)S(=O)(=O)c2ccccc2[N+](=O)[O-])C1=O (stereo unspecified)	3	0	-7	3	-1	1	-0.5	6	-19
Cc1cccc(NC(=O)CS(=O)(=O)c2c[nH]c3ccccc23)c1C	2	-4	-8	9	-1	5	-0.6	1	5
CCN(CC)CCNC(=O)C1c2cc(OC)c(OC)cc2C(=O)N(C)C1c1cccs1 (stereo unspecified)	0	2	-2	0	9	0	1.5	-1	1
O=C1c2ccccc2NC(c2c(Cl)cccc2Cl)N1Cc1ccccc1 (stereo unspecified)	-2	-5	-12	-8	-4	1	2.0	0	-2
CC1(C)CC(CC(=O)O)(c2ccc(F)cc2)CCO1 (stereo unspecified)	0	3	1	-3	4	-3	0.5	4	-5
Cc1cc(OC(C)C(=O)NCC(O)c2ccccc2)c2c(C)cc(=O)oc2c1 (stereo unspecified)	1	4	-4	3	-2	3	-0.8	-1	9
Cc1[nH]c(C)c(S(=O)(=O)N2CCN(c3ccccc3F)CC2)c1C(=O)N1CCCCC1	1	35	-5	1	7	-3	0.9	3	9
COc1ccc(-n2nc(C(=O)NCC(=O)N3CCN(c4ccccc4OC)CC3)c3ccccc3c2=O)c(OC)c1	5	16	1	-5	12	-2	-0.8	-9	1
CC1CCC(NC(=S)NCCN(C)C)CC1 (stereo unspecified)	2	6	-6	2	4	13	0.6	7	0
CCCCn1c(-c2cccc(Br)c2)nc2cc3[nH]c(=O)c(C(C)C)nc3cc21	1	0	2	-7	2	-1	-1.0	7	-1
COc1ccc(C(=O)C[n+]2cc(-c3ccc(OC)cc3)n3c2CCCC3)cc1	0&-1	-30&25	-4&-9	-7&-5	-3&17	4&6	-1.7&-0.1	-3&-5	-2&-1
COc1ccc(C(=O)NCCS(=O)(=O)NCc2ccc(F)cc2)cc1	0	6	1	-5	2	2	-1.2	0	1
Cc1nn2c(-c3ccc(F)cc3)ccnc2c1Cl	0	16	-3	-1	1	0	-4.7	-1	2
CN(CC(=O)Nc1ccc(S(N)(=O)=O)cc1)C1CCCCC1	2	0	-5	3	-13	-1	-1.0	7	-18
CCOC(=O)C1(C)CCN1C(=O)c1c(F)cccc1F (stereo unspecified)	1	x	1	3	5	x	x	6	-3
O=C(CCN1C(=O)c2ccccc2C1=O)CN1CCOCC1	1	8	-3	-1	12	0	-0.7	1	1
Cn1c(=O)oc2cc(S(=O)(=O)N3CCN(c4ccc(F)cc4)CC3)ccc21	1	-3	1	-2	-4	0	4.8	-4	-1
CC(C)C1=C2OC(N)=C(C#N)C(C#N)=C2C(C)CC1 (stereo unspecified)	3	1	2	7	-7	4	2.5	3	-2
Cc1cccc(-c2cc(NC=O)c3ncc(-c4cccc(C(=O)N(C)C)c4)n3c2)c1	11	x	1	-3	1	x	x	-1	-3
CCOCCCN1C(=O)CN(C2CCCCC2)C(=O)C1c1ccc(OCC)c(OC)c1 (stereo unspecified)	0	2	-2	-3	7	-5	-2.3	-5	6
O=C(Nc1sc2c(c1C(=O)O)CCCC2)c1ccc(Cl)cc1	0	17	3	8	2	-4	0.9	3	3
CC(C)(C)OC(=O)N[C@@H](C(=O)OC(C)(C)C)c1ccc2ccccc2c1	0	-8	3	4	-3	4	2.8	6	11
CC(C)(C)C1CCC(CN2C(Nc3ccccc3)=NC[C@@H]2Cc2ccccc2)CC1 (stereo partly specified)	23	-17	-1	-20	28*	-2	23	-14	50*
CCOC(=O)c1ccc(NC(=O)CCc2nc(-c3ccc(C)cc3)no2)cc1	11	-16	0	-15	26	-4	3.1	-16	9

Three compounds from above, arranged by their value in M5 ag, ascending.
SMILES	CHRM4 agonist	CRFBP-R2 block	M5 ag	CHRM5 PAM	CHRM5 antagonist	IDE inh	CRFR2-BP ag	M4 PAM	CHRM4 antagonist
CN(C1=C(N2CCCCC2)C(=O)c2ccccc2C1=O)c1ccccc1	-3	-2	-2	14	19	-7	-0.4	2	-15
CC(C)(C)C1CCC(CN2C(Nc3ccccc3)=NC[C@@H]2Cc2ccccc2)CC1 (stereo partly specified)	23	-17	-1	-20	28*	-2	23	-14	50*
O=C(Nc1sc2c(c1C(=O)O)CCCC2)c1ccc(Cl)cc1	0	17	3	8	2	-4	0.9	3	3

Further entries follow:
SMILES	CHRM4 agonist	CRFBP-R2 block	M5 ag	CHRM5 PAM	CHRM5 antagonist	IDE inh	CRFR2-BP ag	M4 PAM	CHRM4 antagonist
Cc1ccc(/C=C/C(=O)OCC(=O)c2ccc3c(c2)NC(=O)CO3)o1	3	-12	1	-3	20	2	-0.2	4	-8
Cc1nc(C)c(C(=O)N/N=C/c2cc(Br)ccc2O)s1	1	-13	2	-1	-7	6	12	-8	4
c1c(C2CCCCC2)n[nH]c1CN1CCCCC1	1	5	-17	1	0	-4	0.9	-1	7
O=C(NCc1ccc(Cl)s1)c1cc(COc2c(F)cccc2F)on1	0	-15	-6	-11	-1	6	26	-1	-15
O=C(NCc1ccco1)c1cc(-c2ccccc2)nn1CC1CC(c2cccc([N+](=O)[O-])c2)=NO1 (stereo unspecified)	8	6	-2	-12	4	-2	-0.1	-10	15
CC(Oc1ccc(-c2nccc(-c3ccccn3)n2)cc1)C(=O)NN (stereo unspecified)	0	0	-3	-3	-17	6	1.3	11	-6
CC(NC(=O)CN1C(=O)NC(Cc2ccccc2)(Cc2ccccc2)C1=O)C12CC3CC(CC(C3)C1)C2 (stereo unspecified)	2	-32	0	12	1	3	7.2	11	-7
COC(=O)c1oc2ccccc2c1-n1cccc1	0	0	-4	6	-5	-2	-1.3	9	-10
CCOC(=O)Cc1csc(SCC(=O)Nc2ccc(C)cc2F)n1	8	2	2	-7	1	x	0.7	-9	0
O=C(COc1ccc(S(=O)(=O)N2CCc3ccccc32)cc1Cl)NCc1ccccn1	6	-6	-1	-4	-3	0	0.6	-5	2
O=C(NCc1ccco1)C1CC(=O)N(c2ccc(F)cc2)C1 (stereo unspecified)	0	7	0	1	3	4	-0.9	4	6
CCN1C(=S)SC(=O)C1=C1C=C(C)N(Cc2ccco2)C(C)=C1	11	-67	-1	-9	2	33*	47	-5	-7
COc1ccc(OC)c(C(=O)N2CCC(n3nccc3NC(=O)CC(C)C)CC2)c1	1	-12	0	3	0	-7	0.4	-2	4
CN(C)c1ccc(/C=N/OC(=O)Nc2ccccc2Cl)cc1	1	15	4	4	-2	3	-0.1	1	2
CN1CCN(S(=O)(=O)c2cccc(C(=O)Nc3nc(-c4ccccc4)cs3)c2)CC1	19	-19	5	-2	-3	3	-0.3	2	0
COc1cccc2c(SCC(=O)N/N=C/c3ccccc3)cc(C)nc12	3	-42	-3	-1	-6	-1	1.1	0	-26
CCc1nnc(NS(=O)(=O)c2ccc(NC(=O)c3cccc([N+](=O)[O-])c3)cc2)s1	1	-3	-4	4	2	5	3.8	5	-15
CN(C)S(=O)(=O)c1ccc(Cl)c(NC(=O)C2CCN(S(=O)(=O)c3cccs3)CC2)c1	11	-13	8	2	0	2	8.9	-2	-13
CC1=CC(C)(C)N2C(=O)C(=O)c3cc(OC(=O)c4ccco4)cc1c32	20	-15	36*	-12	9	4	0.7	-11	-1
CCn1cc(/C=N\NC(=O)Cc2ccc([N+](=O)[O-])cc2)c(C)n1	0	7	-2	-4	-2	1	-1.0	1	5
COc1cccc(C#Cc2c(CO)[nH]c3ccccc23)c1	2	-2	4	8	-5	-5	2.3	1	8
O=C(N/C(=C\c1cccc([N+](=O)[O-])c1)C(=O)N1CCOCC1)c1cccc(Br)c1	1	-4	1	2	-7	-1	-0.5	-4	10
Cc1ccc(S(=O)(=O)N(C)CC(=O)N2CCCc3ccccc32)cc1	2	7	-7	3	-6	1	-0.5	-3	3
COC(=O)[C@H](C)NC(=O)Nc1ccc(C)c(C)c1	0	13	1	1	3	2	0.8	-1	7

Not a hit list, and some 2.9% of all compounds hit somewhere here.
